# NPSR antag: qHTS Assay for Antagonists of the Neuropeptide S Receptor: cAMP Signal Transduction. Q6W5P4. CHO-NPSR cells, cAMP TR-FRET, antagonist mode. Potency, µM (series often up to 38.3 µM), for inactives: top-dose activity change, negative = inhibition, usual class: inhibitors. actives 1% (n = 220,000). AID 1461, 2008; further: on the % scale 0 is the no-effect control and ±100 the full control effect; nearly all actives have a fitted effect of over 50% in size; many of its hits are not listed in these tables
# Target sequence (Q6W5P4 whole entry, looked up): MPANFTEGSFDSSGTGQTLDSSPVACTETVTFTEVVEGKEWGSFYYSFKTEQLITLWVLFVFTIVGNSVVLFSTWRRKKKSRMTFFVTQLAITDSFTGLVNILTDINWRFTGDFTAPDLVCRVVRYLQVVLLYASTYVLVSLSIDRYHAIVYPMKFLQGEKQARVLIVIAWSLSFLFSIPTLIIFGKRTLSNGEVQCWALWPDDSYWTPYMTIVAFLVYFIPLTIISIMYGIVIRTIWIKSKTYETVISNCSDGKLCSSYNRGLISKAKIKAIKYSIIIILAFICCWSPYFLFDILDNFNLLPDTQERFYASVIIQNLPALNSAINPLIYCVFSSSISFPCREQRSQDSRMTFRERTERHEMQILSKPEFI
# SMN2 splice up: qHTS Assay for Enhancers of SMN2 Splice Variant Expression; HEK293 SMN2-luciferase splicing reporter, luminescence, 30-36 h; Potency, µM (titrated, usually from 46.1 µM), inactives show at the highest dose activity change, positive = activation, most hits filed as activators; actives 2.8% (n = 210,000); AID 1458, 2008; further: % of control where 0% means no effect; nearly all actives have a fitted effect of over 55% in size
#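 HEK293 cells carry an SMN2 minigene-luciferase reporter in which exon 7 inclusion puts luciferase in frame. Cells were seeded at 2000 cells/well, attached for 10-12 hours, then exposed to compounds for 30-36 hours at 37C before ONE-Glo luminescence.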
# Epigenetic derep: Quantitative High-Throughput Screen for Regulators of Epigenetic Control | Potency, µM (doses to about 53.9 µM), inactives show at the highest dose GFP activation, most hits filed as activators | murine LDR cells, GFP reporter derepression, 30 h | AID 1865, 2009 | actives 0.2% (n = 280,000); further: % of control where 0% means no effect; nearly all actives have a fitted effect of over 60% in size
#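 In this reporter-derepression format, murine cells bearing a silenced integrated CMV-GFP locus incubate with test compound (30 h, 37 C), then are washed and imaged; fluorescent objects of 20–120 um count as induced cells.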
# IMPase Li inh: qHTS Assay for Identifying the Cell-Membrane Permeable IMPase Inhibitors: Potentiation with Lithium; AID 1457, 2008; CHO-M1 cells, IP1 TR-FRET (IP-One), carbachol + lithium; Potency, µM (series often up to 59.4 µM), for inactives: at the highest dose activity, negative = IMPase inhibition, hits mostly inhibitors; actives 0.35% (n = 210,000);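 further: IP1 builds up when IMPase is blocked and the TR-FRET signal falls; plate controls were basal vehicle for no effect and high inhibitor control for full effect; nearly all actives have a fitted effect of over 50% in size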
#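 CHO cells stably expressing M1 receptor (2000/well, cultured 16–30 h) treated 30 min at 37C with compound plus low lithium. Cytosolic IP1 by TR-FRET (665/620 ratio and 620 channel) after 10 min lysis; AC50 by Hill fit.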
# JMJD2E inh: qHTS Assay for Inhibitors of Human Jumonji Domain Containing 2E (JMJD2E); Lysine-specific demethylase 4E (Homo sapiens), B2RXH2; JMJD2E catalytic domain, FDH-coupled NADH fluorescence (FDH is formaldehyde dehydrogenase); Potency, µM (highest dose often 57.1 µM), for inactives: at the highest dose activity change, negative = inhibition, actives largely listed as inhibitors; actives 1.6% (n = 230,000); AID 2147, 2009; active means well fitted inhibition curve with a large enough effect, not every such curve was filed as active; inconclusive means small, poorly fitted or top-dose-only effect, or another doubt; inactive means no such curve, though single readings can be large or run the other way;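 further: 0% = wells with enzyme and -100% = buffer wells without enzyme; nearly all actives have a fitted effect of over 50% in size; many of its hits are not listed in these tables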
# Target sequence (B2RXH2 1-337 limits assumed): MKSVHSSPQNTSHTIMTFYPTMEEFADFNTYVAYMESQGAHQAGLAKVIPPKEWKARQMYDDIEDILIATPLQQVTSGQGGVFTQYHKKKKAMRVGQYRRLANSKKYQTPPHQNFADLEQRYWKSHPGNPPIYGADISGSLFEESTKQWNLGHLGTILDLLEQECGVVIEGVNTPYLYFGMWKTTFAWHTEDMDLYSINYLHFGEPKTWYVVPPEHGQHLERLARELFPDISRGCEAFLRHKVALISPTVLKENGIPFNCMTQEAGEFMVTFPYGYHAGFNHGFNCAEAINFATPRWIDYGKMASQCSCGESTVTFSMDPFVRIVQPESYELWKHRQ
# RECQ1 inh: qHTS Assay for Inhibitors of RecQ-Like Dna Helicase 1 (RECQ1). Potency, µM (highest dose often 57.3 µM), for the others: at the highest dose activity, negative = inhibition, hits mostly inhibitors. actives 0.54% (n = 240,000). RECQ1 DNA unwinding, red fluorescence kinetic read;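 further: plate controls were vehicle for no effect and no enzyme for full effect; nearly all actives have a fitted effect of over 30% in size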
#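 50 nM RECQ1T1 preincubated 15 min with compound in Tris pH 8.0 buffer with MgCl2, DTT, Tween-20 and 2.5 ug/ml poly(dI-dC); started with 200 nM TAMRA/BHQ-2 forked duplex and 2 mM ATP. Unwinding read as fluorescence (525/598 nm), two reads 2 h apart.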
# Luc counter: Counterscreen for Luciferase (Kinase-Glo TM) Inhibition. AID 1379, 2008. Luciferin 4-monooxygenase (Photuris pensylvanica), Q27757. Kinase-Glo luciferase, ATP luminescence, 8 min. Potency, µM (top dose mostly 38.3 µM), for inactives: at the top dose activity change, negative = inhibition, hits mostly inhibitors. actives 0.28% (n = 200,000); further: on the % scale 0 is the no-effect control and ±100 the full control effect; nearly all actives have a fitted effect of over 60% in size
#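 Luminescence was the read-out, taken after 8-minute incubation at ambient temperature. Luciferase turned over luciferin with 10 uM ATP in imidazole pH 7.2 buffer containing KCl, MgCl2, Tween 20 and BSA.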
# RGS12 GoLoco inh: qHTS Assay for Inhibitors of RGS12 GoLoco Motif Activity (Red Fluorophore); actives 0.44% (n = 230,000); AID 880, 2007; Potency, µM (top dose mostly 61.6 µM), for inactives: at the highest dose activity, negative = inhibition, actives largely listed as inhibitors; Gai1:RGS12 GoLoco peptide FP, rhodamine, 10 min; Guanine nucleotide-binding protein G(i) subunit alpha-1 (Homo sapiens), P63096; active means well fitted inhibition curve with a large enough effect, not every such curve was filed as active; inactive means no such curve, though single readings can be large or run the other way; further: on the % scale 0 is the no-effect control and ±100 the full control effect; nearly all actives have a fitted effect of over 30% in size; many of its hits are not listed in these tables
# Target sequence (P63096 whole entry, looked up): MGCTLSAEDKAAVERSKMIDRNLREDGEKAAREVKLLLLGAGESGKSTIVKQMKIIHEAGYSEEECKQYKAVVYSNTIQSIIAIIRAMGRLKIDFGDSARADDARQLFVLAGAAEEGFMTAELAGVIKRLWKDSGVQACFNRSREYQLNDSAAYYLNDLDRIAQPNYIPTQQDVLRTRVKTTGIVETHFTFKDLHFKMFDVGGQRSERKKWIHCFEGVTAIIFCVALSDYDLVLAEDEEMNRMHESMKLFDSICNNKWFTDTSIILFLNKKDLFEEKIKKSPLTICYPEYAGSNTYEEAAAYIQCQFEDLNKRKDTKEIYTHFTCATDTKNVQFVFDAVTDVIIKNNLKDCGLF
# An asterisk follows results filed as active; i = inactive; ? = inconclusive; . = no result given; & = joins results of further samples; [ ] = remark or other dose. Unless noted, the call rests on the fitted dose curve; in most records, active means well fitted curve in the direction sought with a large enough effect; inconclusive means small, poorly fitted or top-dose-only effect, or another doubt; inactive means no such curve, though single readings can be large; an effect the other way counts as inactive or inconclusive. Potency means the concentration at half of the fitted maximal effect. These rows are one share of the data. The share of hits here may be higher or lower than overall.
# Values in the order – NPSR antag, SMN2 splice up, Epigenetic derep, IMPase Li inh, JMJD2E inh, RECQ1 inh, Luc counter, RGS12 GoLoco inh
CC1C(C)C(O)(c2ccccc2)CCN1C (stereo unspecified)
→ 2%[46.1 µM], 10%, 4.0%, -3%, 12%, -4%, 1%, -1%
CC1CCN(C(=O)CNC(=O)Cc2ccccc2)CC1
→ 12%, 17%, 0.9%, 2%, 9%, i, 0%, 6%
O=C(Oc1c(-c2ccccc2)c(=O)n2c3c(cccc13)CC2)c1ccc(F)cc1
→ 48%, ., -2.2%, ., ?, i, ., 128%[activator]
CC(C)(C)C(=O)n1nc(-c2ccccc2)oc1=O
→ 3%, -5%, -1.1%, -5%, ?, -5%, -6%, 2%
NC(=O)[C@@H]1CCCCNc2c(F)cc([N+](=O)[O-])cc2C(=O)N[C@@H](CCCN=C(N)N)C(=O)NCC(=O)N1
→ 1%, -1%, -1.7%, -6%, -1%, i, -6%, 8%
CCN(CC)S(=O)(=O)c1ccc(N2CCOCC2)c(NC(=O)C23CC4CC(CC(Cl)(C4)C2)C3)c1
→ -37%, -15%, 0.2%, 8%, 0%, 4%, 3%, 4%
COCCNC(=O)c1cnn2c1NC(c1ccco1)CC2C(F)(F)F (stereo unspecified)
→ 7%[46.1 µM], 11%, -1.1%, 9%, 4%, -13%, -3%, 188%[activator]
O=C(Nc1ccc(F)cc1F)c1cc(=O)n(-c2ccccc2)c(=O)[nH]1
→ -4%, 4%, -1.2%, 21%, -2%, -7%, 1%, 4%
Cc1cccc(OCC(=O)NCc2ccncc2)c1C
→ 8%[46.1 µM], -12%, -0.8%, 29%[38.3 µM], 2%, 7%, -1%, 2%
O=C(CN(CC1CCCO1)C(=O)CNS(=O)(=O)c1ccc(F)cc1)NCc1ccco1 (stereo unspecified)
→ -7%, ., 2.0%, 9%, 3%, i, 1%, 15%
COc1ccc(N2CC(=O)N(c3ccc(OC)c(OC)c3)CC2=O)cc1OC
→ 20%[46.1 µM], ., -7.9%, ., 6%, -2%, ., .
CCN1C(=O)CC(N2CCN(c3cccc(OC)c3)CC2)C1=O (stereo unspecified)
→ 12%, -37%[inhibitor], 0.0%, 0%, 11%, i, -1%, 3%
COc1ccc(C(=O)NCc2nnc(SCC(=O)NCc3ccc(F)cc3)o2)cc1
→ -8%[46.1 µM], 14%, -1.3%, 31%[activator][38.3 µM], -4%, -1%, -3%, 2%
c1ccc2c(c1)Nc1ccncc1S2
→ 40%, ., 0.0%, ., -12%, -4%, ., 5%
Cc1ccc(N2CCN(/N=C/c3ccccc3[N+](=O)[O-])CC2)cc1
→ -21%, -33%[inhibitor], -3.5%, 12%, -4%, 13%, -1%, 13%
Cc1nc(SC2CCOC2=O)c2c(C)c(C)sc2n1 (stereo unspecified)
→ 26%[46.1 µM], -11%, -0.9%, 7.1µM*, -3%, -5%, -2%, 7%
CCc1ccc(C(C)NC(=O)/C=C/c2ccc(Br)cc2)cc1 (stereo unspecified)
→ -17%[46.1 µM], -14%, 2.1%, 36%[activator][38.3 µM], 7%, i, -3%, 10%
COc1ccc(C(=O)Nc2ccc(C)cn2)c(OC)c1
→ -11%[46.1 µM], ., -0.8%, 4%[38.3 µM], 7%, -3%, ?, 11%
c1ccc2c(c1)CCN2CCN1CCc2ccccc21
→ -24%[46.1 µM], -17%, 4.3%, 12%[38.3 µM], -12%, -11%, -4%, 12%
O=C(C/C=N/OCc1c(Cl)cccc1Cl)c1ccc(Cl)cc1
→ -18%[46.1 µM], -1%, -1.8%, -2%[38.3 µM], 3%, -5%, -7%, 12%
CC(=O)N1CCc2c(sc(NC(=O)C3CC3)c2-c2nc3ccccc3s2)C1
→ -27%[46.1 µM], -1%, ?, 29%[38.3 µM], ?, i, -1%, 2%
O=C(Nc1cccc(Cl)c1)C1CCCN(S(=O)(=O)c2ccc(F)cc2)C1 (stereo unspecified)
→ -38%[46.1 µM], -16%, -0.8%, 50%[activator][38.3 µM], -5%, -6%, 1%, 4%
Cc1c(NC(=O)CCC2CCCCC2)c(=O)n(-c2ccccc2)n1C
→ -10%[46.1 µM], -3%, 0.3%, 8%[38.3 µM], 3%, -2%, -2%, -1%
CC(Nc1n[nH]c(=O)[nH]c1=O)C(=O)N/N=C/c1cccs1 (stereo unspecified)
→ 10%, -5%, 0.0%, 1%, 14%, -5%, 8%, 7%
O=C(O)c1cccc2c(-c3ccccc3)c(-c3ccccc3)[nH]c12
→ -14%, ., 3.8%, ., ?, 9%, ., -1%
CN(C)/C=C(\C#N)S(=O)(=O)C(C)(C)C
→ 17%, 10%, 0.9%, -3%, 4%, i, 1%, -6%
CC(=O)NCc1ccc(S(=O)(=O)NC(C(=O)O)C(C)C)cc1 (stereo unspecified)
→ 2%, 14%, 1.1%, -2%, 9%, -10%, 3%, 13%
Cc1onc(-c2ccccc2)c1C(=O)Nc1ccc(N2CCOCC2)cc1
→ -3%[46.1 µM], 10%, -1.0%, 23%[38.3 µM], 1%, -5%, -3%, 7%
Cc1ccccc1NS(=O)(=O)c1ccc(OCC(=O)N2CCCC2)cc1
→ 9%[46.1 µM], -1%, -0.3%, 6%[38.3 µM], 2%, i, -5%, 1%
CO[C@H]1C[C@@H]2CC[C@@H](C)[C@@](O)(O2)C(=O)C(=O)N2CCCC[C@H]2C(=O)OC([C@H](C)C[C@@H]2CC[C@@H](O)[C@H](OC)C2)CC(=O)[C@H](C)/C=C(\C)[C@@H](O)[C@@H](OC)C(=O)[C@H](C)C[C@H](C)/C=C/C=C/C=C/1C (stereo partly specified)
→ ., -12%, 1.1%&0.7%, 11%&8%, ., i, 0%[39.9 µM], -4%&-7%

# In a second layout: 4 of the compounds above.
CCc1ccc(C(C)NC(=O)/C=C/c2ccc(Br)cc2)cc1 (stereo unspecified)
  NPSR antag: -17%[46.1 µM]
  SMN2 splice up: -14%
  Epigenetic derep: 2.1%
  IMPase Li inh: 36%[activator][38.3 µM]
  JMJD2E inh: 7%
  RECQ1 inh: i
  Luc counter: -3%
  RGS12 GoLoco inh: 10%
COc1ccc(C(=O)Nc2ccc(C)cn2)c(OC)c1
  NPSR antag: -11%[46.1 µM]
  SMN2 splice up: .
  Epigenetic derep: -0.8%
  IMPase Li inh: 4%[38.3 µM]
  JMJD2E inh: 7%
  RECQ1 inh: -3%
  Luc counter: ?
  RGS12 GoLoco inh: 11%
c1ccc2c(c1)CCN2CCN1CCc2ccccc21
  NPSR antag: -24%[46.1 µM]
  SMN2 splice up: -17%
  Epigenetic derep: 4.3%
  IMPase Li inh: 12%[38.3 µM]
  JMJD2E inh: -12%
  RECQ1 inh: -11%
  Luc counter: -4%
  RGS12 GoLoco inh: 12%
O=C(C/C=N/OCc1c(Cl)cccc1Cl)c1ccc(Cl)cc1
  NPSR antag: -18%[46.1 µM]
  SMN2 splice up: -1%
  Epigenetic derep: -1.8%
  IMPase Li inh: -2%[38.3 µM]
  JMJD2E inh: 3%
  RECQ1 inh: -5%
  Luc counter: -7%
  RGS12 GoLoco inh: 12%

# Next records:
SMILES	NPSR antag	SMN2 splice up	Epigenetic derep	IMPase Li inh	JMJD2E inh	RECQ1 inh	Luc counter	RGS12 GoLoco inh
Cc1[nH]nc2cn[nH]c12	7%[7.67 µM]	6%	-1.2%	-13%[38.3 µM]	-1%	-11%	-2%	-3%
CCc1nc(N2CCCC2)c(C#N)c2c1CCCC2	7%[46.1 µM]	-5%	0.0%	-6%[38.3 µM]	?	0%	-2%	4%
C=CCSc1nnc2c(n1)OC(c1cccnc1)Nc1ccccc1-2 (stereo unspecified)	-11%[46.1 µM]	1%	-5.7%	-8%[38.3 µM]	8%	-13%	-3%	-4%
CC(NC(=O)C(C)(C)C)c1nc2ccccc2n1C (stereo unspecified)	0%[46.1 µM]	-3%	0.9%	11%[38.3 µM]	2%	2%	-3%	0%
CN1CCN(CCCNC(=O)CCCOc2cc(=O)n(C)c3ccccc23)CC1	-3%[46.1 µM]	16%	-1.8%	-4%[38.3 µM]	4%	-2%	0%	-2%
COc1ccc2c(c1)c(C(=O)N/N=C/c1ccc(Cl)cc1)c(C)n2C	-29%	.	3.2%	.	2%	-1%	.	7%
CN(C)S(=O)(=O)Nc1ccc(C(=O)O)cc1	-9%[46.1 µM]	.	-1.0%	6%[38.3 µM]	0%	-9%	-5%	0%
CC1CCCC(C)N1C(=O)CSc1nnnn1Cc1ccccc1 (stereo unspecified)	-13%[46.1 µM]	-17%	-1.0%	-3%[38.3 µM]	3%	-6%	0%	4%
O=C1CCCN1CCCNc1ncnc2sccc12	3%	-4%	-0.3%	-1%	-5%	-5%	0%	-6%
COc1cccc(C(=O)Nc2cccc(OCC(=O)c3ccccc3)c2)c1	-35%	-17%	-1.5%	-1%	-12%	-16%	-4%	-1%
CCCCOCCCn1cnc2c([nH]c3cc(OC)ccc32)c1=O	5%[7.67 µM]	-12%	0.3%	9%[38.3 µM]	-9%	i	-2%	1%
CCCCCCCN1N=C(C)C(C(=O)c2ccccc2)C1=O (stereo unspecified)	?	-8%	0.8%	13%[38.3 µM]	?	-6%	19%	3%
O=C(NCCCn1ccnc1)c1ccc(Br)c(S(=O)(=O)N2CCOCC2)c1	-6%[46.1 µM]	-36%[inhibitor]	-0.9%	2%[38.3 µM]	2%	-9%	-1%	-13%
C/C(=C\C(=S)Nc1ccccc1)Nc1ccccc1	-5%	15%	3.4%	4%	?	-11%	-2%	-5%
CC(C)c1ccc(-n2c(-c3ccccc3)c[n+]3c2CCc2ccccc2-3)cc1	10µM*	-76%[inhibitor]	-2.8%	35%[activator]	3%	i	0%	-7%
O=[N+]([O-])c1ccc2nc(-c3ccccn3)[nH]c2c1	?	.	?	.	?	3%	.	4%

# From PubChem
